# Assay outcomes from PubChem BioAssay.
# TRHR PAM: allosterically enhances the human TRH receptor; TRHR cells, fluo-8 calcium fluorescence, EC20 TRH enhancement; enhancement, % at 2 µM; hit rate 0.66% among 360,000; in the data active = enhancement above about 30%; note: 0% is about no effect
#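 Enhancer read-out: after compound pinning and an initial kinetic agonist-mode read, an EC20 of TRH (10 nM final) was injected and fluo-8 calcium signal (Ex 480/Em 530) followed at 1 s/cycle for 100 cycles in TRHR-expressing cells.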
# TRHR agonist: activates the human TRH receptor. P34981. hit rate 0.18% among 360,000. activation, % at 2 µM. TRHR cells, calcium flux fluo-8, FDSS agonist mode; in the data active = activation above about 30%; note: 0% is about no effect
#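 Fluo-8-loaded TRHR cells; 10 s baseline, compound added, kinetic Ca2+ fluorescence read 1/s, agonist mode.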
# D2 antag: D2 dopamine receptor (human) antagonism | inhibition, % at 10 µM | P14416 | hit rate 2% among 340,000 | AID 485344 | HEK293 TREx D2 cells, calcium flux, dopamine EC80; in the data active = inhibition above about 30%; note: 0% is about no effect
#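 Compounds are added to dye-loaded, induced HEK293 T-REx cells coupled to calcium release via D2; after a 3 min kinetic read an EC80 dopamine stimulus is given and fluorescence is recorded for 3 more min.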
# USP1-UAF1 inh: inhibitors of human USP1/UAF1 deubiquitinase. O94782. recombinant USP1/UAF1, Ub-Rhodamine cleavage fluorescence. Potency, µM (doses to about 57.1 µM), for inactives: at the highest dose activity change, negative = inhibition, usual class: inhibitors. hit rate 0.23% among 390,000. AID 743255; note: potency is the fitted concentration of half-maximal effect; % is set by controls: 0 for no effect and ±100 for the full control effect; nearly all actives have a fitted effect of over 60% in size; inactives centre near -12
# Target sequence (O94782 whole entry, looked up): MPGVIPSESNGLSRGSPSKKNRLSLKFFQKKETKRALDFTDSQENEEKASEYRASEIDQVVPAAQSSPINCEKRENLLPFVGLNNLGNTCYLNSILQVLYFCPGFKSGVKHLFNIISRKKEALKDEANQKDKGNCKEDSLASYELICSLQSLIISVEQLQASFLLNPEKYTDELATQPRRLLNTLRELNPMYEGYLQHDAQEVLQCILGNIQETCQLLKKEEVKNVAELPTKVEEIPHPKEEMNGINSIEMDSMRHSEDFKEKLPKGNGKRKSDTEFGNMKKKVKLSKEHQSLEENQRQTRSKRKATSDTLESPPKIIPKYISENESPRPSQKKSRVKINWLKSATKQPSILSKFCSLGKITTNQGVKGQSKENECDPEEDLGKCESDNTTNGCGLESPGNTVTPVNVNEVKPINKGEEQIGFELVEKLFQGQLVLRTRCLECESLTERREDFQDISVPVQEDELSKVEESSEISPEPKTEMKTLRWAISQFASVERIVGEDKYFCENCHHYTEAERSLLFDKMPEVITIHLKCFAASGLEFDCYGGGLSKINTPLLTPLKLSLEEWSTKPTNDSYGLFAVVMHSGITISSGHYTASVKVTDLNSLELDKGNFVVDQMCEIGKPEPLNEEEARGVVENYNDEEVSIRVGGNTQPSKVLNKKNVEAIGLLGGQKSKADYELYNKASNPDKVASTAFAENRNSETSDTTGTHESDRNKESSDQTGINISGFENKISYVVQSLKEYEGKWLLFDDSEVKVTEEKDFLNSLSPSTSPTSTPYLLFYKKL
#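 USP1/UAF1 complex at 1 nM was preincubated with compound for 15 min at room temperature, then Ub-Rho substrate (150nM final) was added. Fluorescence (480/540 nm) was read kinetically, 6 reads every 60 seconds.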
# IDH1 R132H inh: human IDH1 R132H inhibition; O75874; IDH1-R132H enzyme, NADPH consumption, diaphorase/resazurin fluorescence; Potency, µM (top dose mostly 76.6 µM), for the others: top-dose activity change, negative = inhibition, hits mostly inhibitors; hit rate 0.093% among 390,000; AID 602179; note: potency is the fitted concentration of half-maximal effect; % is set by controls: 0 for no effect and ±100 for the full control effect; nearly all actives have a fitted effect of over 65% in size
#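 IDH1-R132H (0.5 ug/mL dispensed) in pH 7.5 Tris buffer was preincubated 30 min with compound, then given a substrate mix of 0.016 mM NADPH and 2 mM alpha-KG for 80 min at room temperature; remaining NADPH was read by diaphorase/resazurin fluorescence.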
# TrxR1 substrate: is turned over as a substrate by rat TrxR1 | purified TrxR1 substrate turnover, NADPH consumption readout | Potency, µM (titrated, usually from 114 µM), inactives show at the top dose activity change, negative = substrate turnover | hit rate 0.01% among 390,000 | AID 588456; note: potency is the fitted concentration of half-maximal effect; % is set by controls: 0 for no effect and ±100 for the full control effect; nearly all actives have a fitted effect of over 50% in size
#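 Rat TrxR1, dispensed at 90 nM, was prereduced with 400 uM NADPH (final) for 5 min at ~22 deg C, then incubated with compound 15 min before 400 uM selenite. A first-read NADPH fluorescence drop versus no-compound background flagged substrates.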
# TrxR1 inh: blocks rat thioredoxin reductase 1; recombinant rTrxR1, NADPH fluorescence consumption, selenite substrate; O89049; Potency, µM (series often up to 114 µM), for the others: top-dose activity change, negative = inhibition, most hits filed as inhibitors; hit rate 1% among 390,000; note: potency is the fitted concentration of half-maximal effect; % is set by controls: 0 for no effect and ±100 for the full control effect; nearly all actives have a fitted effect of over 65% in size
#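 Rat TrxR1 (90 nM in the dispensed reagent) was pre-reduced with 400 uM NADPH for 5 min at room temperature, then incubated with compound for 15 min. After 400 uM selenite was added, NADPH fluorescence (Ex 340/Em 450 nm) was followed for 8 min.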
# D2 agonist: agonists of human D2 dopamine receptor; P14416; HEK293 T-REx D2 cells, calcium flux agonist mode; activation, % at 2 µM; hit rate 0.53% among 340,000;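 active = activation over 3 SD above normal in the single-dose calcium agonist read, cut at about 30% in these data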; note: 0% is about no effect
#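 Calcium-flux readout, 1 cycle/sec over 180 s following compound pin transfer, in inducible HEK293 Trex D2 cells (force-coupled); dopamine controls included. Positive calcium responses during this window marked compounds as potential agonists.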
# Pin1 inhibitor: inhibitors of human Pin1; Potency, µM (titrated, usually from 115 µM), inactives show at the top dose activity, negative = inhibition, most hits filed as inhibitors; Q13526; Pin1 FP peptide displacement, HiFluor488, 10 min; hit rate 0.009% among 390,000; active = well fitted inhibition curve with a large enough effect in the polarisation, with a control signal flat, not every such curve was filed as active; inconclusive = small, poorly fitted or top-dose-only effect, or effect the other way, or a change in a side signal; inactive = no such curve, though single readings can be large or run the other way; the % refers to the polarisation; note: potency is the fitted concentration of half-maximal effect; % is set by controls: 0 for no effect and ±100 for the full control effect
# Target sequence (Q13526 whole entry, looked up): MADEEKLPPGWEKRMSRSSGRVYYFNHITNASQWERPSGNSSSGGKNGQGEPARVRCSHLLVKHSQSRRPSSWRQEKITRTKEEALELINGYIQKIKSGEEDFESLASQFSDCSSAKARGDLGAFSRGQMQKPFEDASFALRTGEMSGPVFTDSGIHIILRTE
# * marks the source's active call; other numbers are inactive results; u = inconclusive; x = not tested or not shown; & = joins results of further samples; [ ] = dose if it differs, or a comment. Unless noted, calls come from the whole dose curve; as a rule, active = well fitted inhibition curve with a large enough effect; inconclusive = small, poorly fitted or top-dose-only effect; inactive = no such curve, though single readings can be large or run the other way. Some of the compounds tested; the hit share may differ from the screen's.
canonical_smiles,TRHR PAM,TrxR1 inh,IDH1 R132H inh,TrxR1 substrate,TRHR agonist,D2 antag,D2 agonist,Pin1 inhibitor,USP1-UAF1 inh
CC(C)c1ccc(OCC(=O)Nc2ccncc2)cc1,-6,11%,0%,-5%,-2.2,13,-0.4,-6%,-16%
CCc1cccc(NC(=O)c2sc3nc[nH]c(=O)c3c2C)c1,-1,29%[57.1 µM],0%,2%[57.1 µM],-0.5,x,x,-3%,-6%
O=C(CN(c1ccc(F)cc1)S(=O)(=O)c1ccc2c(c1)OCCO2)Nc1cccnc1,9,5%[57.1 µM],-1%,11%[57.1 µM],-0.1,-18,-0.2,-5%,-2%
Cc1ccc(NC(=O)c2ccc(OC(F)(F)F)cc2)cc1S(=O)(=O)N(C)C,-6,3%,4%,-12%,0.3,16,-0.9,1%,-8%
CCCCNc1ccc(-c2nc(-c3ccccc3)no2)cc1[N+](=O)[O-],-1,20%,-8%,5%,0.9,x,2.2,22%,-24%
CCOC(=O)c1sc(NCCNc2nc(C)c(C(=O)OCC)s2)nc1C,3,-1%,-1%,3%,-0.1,x,x,5%,-16%
CSc1ccc(Cl)c(C(=O)N2CCOc3ccccc32)c1,-5,22%,10%,-3%,-0.5,25,-0.6,-4%,-20%
CCn1c(Sc2ccc([N+](=O)[O-])cn2)nnc1-c1ccco1,-2,-47%,9%,-17%[57.1 µM],-0.1,-12,1.1,-7%,-6%
CCCCNC(=O)CCc1nc2cccnc2n1Cc1ccc(OC)cc1,-5,30%[57.1 µM],19%,9%[57.1 µM],0.6,14,-0.8,-3%,-8%
CC(C)OC(=O)CC12CN(C)CC(CC(=O)OC(C)C)(CN(C)C1)C2=O,-2,-8%,9%,-4%,-0.1,12,-0.2,-1%,3%
COc1cc2ccccc2cc1C(=O)NC(=S)Nc1nnn(C)n1,1,-12%,2%,-2%,-0.2,6,-0.5,-6%,-10%
Cc1ccc2nc(NC(=O)c3cc(-c4ccco4)nc4ccccc34)sc2c1,-5,-17%,0%,31%[activator],0.7,2,0.3,50%[activator],-8%
CC(/C=N/n1c(COc2ccccc2)n[nH]c1=S)=C\c1ccco1,-6,-15%[57.1 µM],5%,4%[57.1 µM],-1.4,-3,-1.8,25%,-15%
O=c1cc(O)c2ccccc2n1Cc1ccccc1F,11,8%[57.1 µM],-4%,9%,0.5,18,2.4,4%,-13%
Cc1cc(-c2csc(N)n2)c(C)n1CCc1ccccc1,1,-31%,0%,-5%,6.4,15,27,u,-21%
COc1ccccc1-c1sc2cc3c(cc2c1C#Cc1ccccn1)OCO3,-13,-51%,17%,20%[57.1 µM],0.5,2,-0.3,u,-24%
COc1ccc(/C=C/C(=O)c2ccccc2O)cc1CN1CCOCC1,5,u,0%,-9%,-0.2,x,x,2%,-12%
CCC(Oc1ccccc1)C(=O)N(Cc1ccccc1)c1ccccn1 (centres undefined),-4,4%,10%,-5%,-1.2,-5,-0.7,-1%,0%
CC(=O)OCCNc1cc(SCc2ccco2)c2nonc2c1[N+](=O)[O-],-2,22µM*,6%,-9%,0.0,x,x,u,-5%
Cc1ccc(-n2c(Cc3ccccc3)n[nH]c2=S)cc1,6,-11%[57.1 µM],7%,7%[57.1 µM],-0.1,4,-0.6,-3%,-8%

# Three structures from above, arranged by molecular weight, smallest number first:
canonical_smiles,TRHR PAM,TrxR1 inh,IDH1 R132H inh,TrxR1 substrate,TRHR agonist,D2 antag,D2 agonist,Pin1 inhibitor,USP1-UAF1 inh
Cc1ccc(-n2c(Cc3ccccc3)n[nH]c2=S)cc1,6,-11%[57.1 µM],7%,7%[57.1 µM],-0.1,4,-0.6,-3%,-8%
CCc1cccc(NC(=O)c2sc3nc[nH]c(=O)c3c2C)c1,-1,29%[57.1 µM],0%,2%[57.1 µM],-0.5,x,x,-3%,-6%
CCCCNc1ccc(-c2nc(-c3ccccc3)no2)cc1[N+](=O)[O-],-1,20%,-8%,5%,0.9,x,2.2,22%,-24%

# Going on with the list:
canonical_smiles,TRHR PAM,TrxR1 inh,IDH1 R132H inh,TrxR1 substrate,TRHR agonist,D2 antag,D2 agonist,Pin1 inhibitor,USP1-UAF1 inh
COc1ccc(NC(=O)CC(C)S(=O)(=O)c2cc3c(cc2C)NC(=O)CO3)cc1OC (centres undefined),18,13%,-12%,-2%,0.7,x,1.0,0%,u
COc1ccc(C2C3=C(CC(C)(C)CC3=O)Nc3c2c(=O)[nH]c(=O)n3Cc2ccccc2)cc1OC (centres undefined),-1,-6%,1%,-2%,9.8,21,0.7,-11%,0%
c1ccc(Nc2nc(Nc3ccccc3)nc(N3CCNCC3)n2)cc1,2,u,-12%,-16%,0.1,-6,0.2,-4%,2%
Cc1cc(C)nc(SCC(=O)N/N=C/c2ccc3c(c2)OCO3)n1,-1,-6%,2%,-3%,0.0,-10,0.5,-5%,-18%
OCC[C@@H]1C[C@@H](O)[C@H](O)[C@@]2(CCCCO2)O1,x,12%,-5%,3%,x,x,x,9%,-9%
Nc1nonc1-n1nnc(C(=O)N/N=C/c2ccccc2Cl)c1-c1ccccc1,14,4%[57.1 µM],-1%,1%[57.1 µM],0.0,7,-0.4,1%,-20%
O=C(NCCO)c1ccc2c3n(nc2c1)-c1ccccc1CO3,-1,12%[57.1 µM],-6%,23%[57.1 µM],-0.6,13,-0.2,5%,-12%
COc1ccccc1N/C(=N/S(=O)(=O)c1ccc(C)cc1)c1ccccc1,2,11%[57.1 µM],2%,6%[57.1 µM],-0.3,-14,-0.6,-5%,-3%
O=C(O)Cc1ccc(NS(=O)(=O)c2ccc3ccccc3c2)cc1,-1,18%,-6%,5%,-0.1,13,-0.3,2%,-13%
COc1ccc(C(=O)O/N=C(\N)c2cccc(C)c2)cc1OC,-4,22%,0%,1%,0.3,-3,0.2,-5%,-25%
Cc1ccc(C2CN(CCC(N)=O)C(=O)CO2)cc1 (centres undefined),4,-4%[57.1 µM],0%,1%[57.1 µM],0.6,7,0.0,-8%,-6%
OCCC1CN(Cc2cnc(N3CCCC3)s2)CCN1C1CCCC1 (centres undefined),2,13%,-8%,0%,1.2,-18,0.6,-1%,-24%
CCCCC1SC(N)=NC1=O (centres undefined),x,5%[2.29 µM],-5%,8%[57.1 µM],x,x,x,-6%,u
C/C(=N\Nc1cc(N2CCCCC2)nc(C)n1)c1ccc(Br)cc1,2,-23%,-1%,-13%,0.6,2,-0.2,-2%,-14%
CN(CC(=O)Nc1ccc(F)cc1)C(=O)c1ccncc1,0,-11%,0%,5%,-0.2,-6,-0.7,-10%,-8%
Cc1cccc(NC(=O)CSc2nnc(-c3ccncc3)n2C)c1,-1,5%,9%,-2%,0.1,0,-1.3,0%,1%
CCC1(c2ccc(F)cc2)NC(=O)N(CC(=O)N2c3ccccc3CC2C)C1=O (centres undefined),0,26%,1%,4%,6.2,-11,2.9,-6%,-16%
Cc1ccccc1N(C(=O)c1snc(C(N)=O)c1N)C(C(=O)NC1CCCC1)c1ccco1 (centres undefined),-6,-5%,u,51%[activator],-0.4,0,-1.3,-10%,-22%
O=C(Cn1c(-c2ccccc2Cl)nc2ccccc21)Nc1cccc(Cl)c1,5,11%[57.1 µM],1%,-3%,1.2,-6,0.8,-5%,0%
O=C(CSc1nccn1Cc1ccccc1)Nc1nc2ccccc2s1,4,9%[57.1 µM],8%,-1%[57.1 µM],-0.6,x,x,56%[activator],-35%
O=C(COC(=O)C1CCN(S(=O)(=O)c2cccs2)CC1)Nc1ccc(F)cc1Cl,x,6%[57.1 µM],-1%,8%[57.1 µM],x,x,x,1%,1%
Cc1ccc(CN(C(=O)COc2ccc(C)c(C)c2)C2CCS(=O)(=O)C2)o1 (centres undefined),-2&5,2%[57.1 µM],0%,0%[57.1 µM],0.1&-0.1,6,-0.4&0.3,0%&-1%,-15%&-3%
COc1ccc(/C=C/C(=O)Nc2ccc3nc(N4CCC(C)CC4)cc(C)c3c2)cc1OC,4,42%[activator],0%,4%,-0.6,x,-0.4,48%[activator],u
CCOC(=O)c1c(NC(=O)C(C)Sc2cn(C)c3ccccc23)sc2c1CCC2 (centres undefined),-3,8%[57.1 µM],2%,1%[57.1 µM],0.4,8,0.3,23%,-19%
CCOc1ccc(C(=O)Oc2cc(C)[nH]c(=O)c2[N+](=O)[O-])cc1,-4,16%,-5%,-4%,-0.2,15,-0.1,4%,-17%
CC1(C)CC2CC(C)(CN2C(=O)COC(=O)Cn2[nH]c(=O)c3ccccc3c2=O)C1 (centres undefined),-1,11%,6%,16%,0.4,-3,0.5,2%,-13%
O=C(c1ccc(S(=O)(=O)Nc2cccc(C(F)(F)F)c2)cc1)N1CCOCC1,-1,11%,6%,-1%,0.1,1,0.0,1%,-21%
CCOC(=O)C(NC(=O)Nc1ccc(O)cc1)(c1ccccc1)C(F)(F)F (centres undefined),-1,-13%,6%,-6%,0.5,x,x,-1%,-25%
CC1(C)C(=O)Nc2ccccc2N1C(=O)COC(=O)Cc1ccc(Cl)c(Cl)c1,x,15%,-5%,-7%,x,x,x,1%,-15%
Cc1ccc2c(c1)c(/C=C/c1cc[n+](C)cc1)c(C)n2C,1,26%[57.1 µM],5%,-1%[57.1 µM],12,-14,2.2,u,22µM*
Cn1cccc1C(=O)N1CCN(c2cccc(C(F)(F)F)c2)CC1,-1,-2%[57.1 µM],1%,2%[57.1 µM],-0.2,14,0.0,-9%,-15%
O=C(N/N=C/c1ccc[nH]1)c1cccc([N+](=O)[O-])c1,0,-10%[57.1 µM],5%,-2%[57.1 µM],-0.9,-9,-0.6,-11%,-15%
CCOc1ccc(S(=O)(=O)NC(C)C(=O)NCc2ccccn2)cc1 (centres undefined),7,16%[57.1 µM],1%,5%,1.0,-7,0.1,-9%,-9%
C[N+](C)(C)C/C=C1/COCO1,-1,u,-1%,12%[57.1 µM],5.4,-14,11,-12%,-11%
CN(C(=O)COc1ccccc1C(=O)NCc1ccccc1)C1CCS(=O)(=O)C1 (centres undefined),7,-15%,-3%,-6%,-0.8,-12,-0.6,0%,1%
COCCSc1ccccc1C(=O)Nc1nnc(C)s1,12,6%,14%,6%,0.4,-6,0.0,2%,-8%
